HTR5A inv ctr = counter-screen for OPRM1-OPRD1 inverse agonists: human HTR5A inverse agonism; 0.083% of 340,000 active; inhibition, % at 9.3 µM; P47898; HTR5A cell line, luminescence; in the data active = inhibition mostly above about 23%, no sharp cut-off; inactive = mostly below about 18%;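 also: 0% = cells with DMSO and 100% = no-cell wells with DMSO; some compounds called inactive have numbers as strong as hits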
PKA-R1A act = activators of PKA-R1A complex; PKA-R1A dissociation, Cy5-IP20 fluorescence polarization; scaled: DMSO 0%, 113 µM cGMP 100%; P00514+P68181; activation, % at 11.4 µM; AID 504707; 0.083% of 340,000 active;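 active = percent activation above the mean of all tested compounds plus 3 SD, cut at about 19% in these data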;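 also: higher means more PKAc released from R1A so a rise in polarization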
SUMO Mot1 rescue = SUMOylation pathway inhibition by Mot1-301 growth rescue; 1% of 320,000 active; AID 2716; growth rescue, % at 18.8 µM; S. cerevisiae Mot1-301 growth rescue, ATP luminescence, 38.5C; percent above DMSO median, 100 means doubled;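 active = every valid replicate shows activation above 250% relative to neutral control wells; inactive = the rest, any valid replicate at or below 250%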;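 also: OY570 slx delta 5 strain wells were the positive control but not used for scaling; some compounds called inactive have numbers as strong as hits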
DSG3 Ab inh = blocks pemphigus antibody binding to human desmoglein-3; DSG3-coupled beads, scFv-anti-DSG3-GFP binding, flow cytometry; active compounds read low; P32926; AID 588358; 0.48% of 310,000 active; binding (percent of control), % at 10 µM;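 active = binding more than 3 SD below its plate's average and above zero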;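 also: hits lower antibody fragment binding to DSG3; some compounds called inactive have numbers as strong as hits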
Ecoli viability = bacterial growth inhibition, counter-screen for AddAB inhibitors; E. coli V3065 growth, OD600 absorbance, 18 h; inhibition, % at 11.9 µM; 0.27% of 330,000 active; AID 449728;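 active = inhibition above the campaign's mean inhibition across all tested compounds plus 3 SD, cut at about 9.9% in these data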;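 also: uninfected addAB+ strain grown without phage in ampicillin broth; 0% = DMSO wells and 100% = ciprofloxacin 0.95 µg/ml wells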
OPRM1-OPRD1 inv = inverse agonist of human OPRM1-OPRD1 heterodimerization; P35372+P41143; cell-based MOR-DOR heterodimer luminescence, inverse agonism; inhibition, % at 9.3 µM; 0.21% of 340,000 active; in the data active = inhibition above about 22%, passing the limit was not always enough;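 also: 0% = cells with DMSO and 100% = wells without cells with DMSO; values of inactives mirror those of a sister screen read the other way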
Target sequence (P35372 whole entry, looked up): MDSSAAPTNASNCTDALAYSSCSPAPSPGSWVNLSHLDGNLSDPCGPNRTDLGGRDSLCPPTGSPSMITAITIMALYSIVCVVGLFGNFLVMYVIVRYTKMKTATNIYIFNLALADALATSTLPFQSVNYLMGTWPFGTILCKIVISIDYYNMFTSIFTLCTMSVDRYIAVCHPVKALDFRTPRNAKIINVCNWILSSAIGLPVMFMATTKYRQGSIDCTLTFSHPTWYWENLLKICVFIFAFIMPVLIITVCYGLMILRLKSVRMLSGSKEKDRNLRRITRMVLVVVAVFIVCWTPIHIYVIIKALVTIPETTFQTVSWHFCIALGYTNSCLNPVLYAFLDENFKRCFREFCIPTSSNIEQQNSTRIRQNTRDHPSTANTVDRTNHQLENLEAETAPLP
Target sequence (P41143 whole entry, looked up): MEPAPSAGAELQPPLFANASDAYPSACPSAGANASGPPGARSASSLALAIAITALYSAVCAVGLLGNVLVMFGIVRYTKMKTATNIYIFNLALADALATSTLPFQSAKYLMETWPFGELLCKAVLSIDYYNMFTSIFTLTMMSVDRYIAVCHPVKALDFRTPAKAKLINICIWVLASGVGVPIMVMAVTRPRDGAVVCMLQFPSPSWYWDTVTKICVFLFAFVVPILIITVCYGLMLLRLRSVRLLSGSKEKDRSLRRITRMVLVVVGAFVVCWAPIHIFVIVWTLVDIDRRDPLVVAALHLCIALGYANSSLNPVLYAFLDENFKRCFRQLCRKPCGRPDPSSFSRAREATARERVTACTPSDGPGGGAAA
HTR5A ag ctr = HTR5A agonism, opioid heterodimer counter-screen; HTR5A agonist assay, luminescence, cell-based; 0.61% of 340,000 active; activation, % at 9.3 µM; P47898; AID 504692; in the data active = activation mostly above about 9.5%, no sharp cut-off; inactive = mostly below about 7.6%;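 also: 0% = cells with vehicle only and 100% = reference agonist; strong numbers were not always called active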
phage Ecoli inh = E. coli growth loss with phage present | 0.26% of 360,000 active | growth absorbance | inhibition, % at 11.9 µM; in the data active = inhibition above about 11%
AddAB inh = less growth of phage-infected E. coli with AddAB; E. coli expressing H. pylori AddAB, absorbance growth; inhibition, % at 11.9 µM; 0.29% of 330,000 active; in the data active = inhibition above about 12%;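 also: 0% = vehicle wells of infected cells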
PfHsp90 set2 = inhibits growth of yeast expressing Plasmodium falciparum Hsp90; S. cerevisiae expressing PfHsp90, BacTiter-Glo ATP, 48 h; yeast lacking PDR1 and PDR3 efflux regulators; inhibition, % at 9.4 µM; 0.32% of 310,000 active;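 active = every replicate shows inhibition above about 80%, whatever the replicate mean, limit read from the data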;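 also: 0% = DMSO neutral controls and 100% = 20 µM radicicol positive controls; yeast relying on Plasmodium falciparum Hsp90 in place of its own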
OPRM1-OPRD1 ag = agonists of human mu-delta opioid receptor heterodimerization | P35372+P41143 | cells, OPRM1-OPRD1 heterodimerization, luminescence | activation, % at 9.3 µM | 0.3% of 340,000 active | AID 504326; in the data active = activation above about 18%;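 also: 0% = vehicle-treated cells and 100% = reference agonist; values of inactives mirror those of a sister screen read the other way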
* hit, by the source's call; . = no result given. Rows are unselected; 3.2% or so of the library scored in one or more.

SMILES | HTR5A inv ctr | PKA-R1A act | SUMO Mot1 rescue | DSG3 Ab inh | Ecoli viability | OPRM1-OPRD1 inv | HTR5A ag ctr | phage Ecoli inh | AddAB inh | PfHsp90 set2 | OPRM1-OPRD1 ag
CNC(=O)c1ccsc1NC(=O)CCS(=O)(=O)c1ccc(F)cc1 | -7 | -2 | -22 | 97 | -2.1 | 9 | 3 | 1.3 | 3.9 | . | -1.7
CC(C)CCOC(=O)C[N+](C)(C)CCOC1CC2CCC1(C)C2(C)C (centres undefined) | 13 | 5 | -8 | 110 | -1.5 | 20 | 0 | 4.3 | -2.6 | 1 | -4.0
O=C(CSc1nnnn1-c1ccccc1)NCc1ccco1 | 6 | -14 | 3 | 103 | 1.2 | 10 | -3 | 1.3 | 1.7 | 16 | -1.7
Cc1ccc2cccc(NC(=S)NC(=O)c3ccccc3)c2n1 | 7 | -9 | -11 | 106 | -4.2 | -5 | 2 | 0.8 | -1.6 | . | 0.8
CCCc1[nH]nc2c1C(c1ccc(Br)s1)C(C#N)=C(N)O2 (centres undefined) | 0 | 3 | -14 | 101 | 0.0 | -9 | -3 | . | 2.4 | -7 | 2.0
c1ccc(-c2cccs2)nc1 | 18 | 0 | -7 | 107 | -0.5 | 8 | -3 | 3.3 | 3.8 | 8 | -1.5
O=S(=O)(NCC1CCN(S(=O)(=O)c2ccccc2)CC1)c1ccccc1 | -6 | 14 | 49 | 102 | -2.6 | 3 | -3 | 2.6 | 2.7 | 9 | -0.4
CO/N=C/C(=N\Nc1ccc(C)cc1)C(=O)c1ccc(OC)cc1 | -21 | -9 | 13 | 111 | 0.2 | 10 | 2 | 0.1 | 1.5 | 7 | -1.7
O=C(NC(=S)NCCN1CCOCC1)c1ccccc1Br | 8 | -10 | 39 | 105 | -0.9 | 12 | -3 | 5.2 | 3.4 | 19 | -2.3
O=C(CCC(=O)NNC(=O)c1ccc([N+](=O)[O-])cc1)NCc1ccccc1 | -15 | -9 | -3 | 100 | 4.2 | 6 | 5 | 4.9 | 5.6 | 18 | -1.1
S=C(NCCc1ccncc1)Nc1ccccc1 | 9 | 2 | 6 | 104 | -1.7 | 1 | 2 | 1.1 | 0.6 | 5 | -0.2
COc1cc(/C=N/N2CCN(c3ccc(Cl)cc3)CC2)cc(OC)c1OC(C)=O | 2 | 7 | 5 | 98 | -1.5 | -3 | 0 | 0.1 | 0.4 | -12 | 0.7
CCOc1ccc(S(=O)(=O)NC(C)C(=O)NC2CCCC2)cc1 (centres undefined) | -7 | -3 | 21 | 108 | -0.8 | 4 | -2 | -0.4 | 0.2 | 1 | -0.7
OCCC1CN(Cc2cccn2-c2ncccn2)CCN1CCc1ccccc1 (centres undefined) | -3 | -13 | -20 | 119 | 1.2 | -24 | 1 | -1.4 | 5.7 | . | 5.0
COCCn1nnnc1C(c1ccc(O)c(OC)c1)N1CCc2ccccc2C1 (centres undefined) | 30 | -11 | -7 | . | 1.9 | 16 | -1 | 1.2 | 4.2 | -52 | -3.5
Cc1cc(=O)[nH]c2c1c(-c1ccccc1)nn2C | -12 | 1 | 4 | 103 | 0.9 | 13 | -4 | 1.8 | 2.5 | 5 | -2.6
Cc1ccc(-c2c[n+](=O)c3c(n2[O-])CCC3)cc1 | -16 | -2 | 111 | . | -2.0 | 0 | 6 | 2.9 | -0.8 | 6 | 0.0
COC(=O)COc1ccc(C2Nc3c(Cl)ccc(C(=O)O)c3C3C=CCC32)cc1 (centres undefined) | -2 | -20 | -3 | 108 | -1.1 | 4 | 1 | 2.0 | 1.4 | -14 | -0.7
CCOC(=O)C1=C(COC(=O)c2cc(OC)c(OC)c(OC)c2)NC(=O)NC1C (centres undefined) | 11 | -5 | -5 | 98 | -1.1 | 6 | -4 | 2.1 | -1.9 | -19 | -1.2
O=C(Nc1ccccc1C(F)(F)F)c1ccsc1 | -12 | 0 | 1 | 89 | -1.6 | 6 | 3 | -0.4 | -1.7 | -1 | -1.0
CCC(C)(C)n1nnnc1C(c1ccncc1)N1CCC(Cc2ccccc2)CC1 (centres undefined) | 5 | -9 | 30 | 114 | -1.6 | -15 | 2 | 0.7 | -0.7 | -30 | 2.3
CN(CC(=O)Nc1c(Cl)cccc1Cl)C(=O)c1cc2ccccc2cc1O | 10 | -1 | -3 | 101 | 2.3 | -10 | -4 | 1.6 | 0.2 | . | 1.6
Cc1cc(=O)oc(C)c1C(=O)NCCC(C)C | -16 | -9 | 2 | 95 | -0.8 | 10 | 3 | 1.8 | 1.1 | -7 | -1.9
O=C(CCc1ccccc1)NC1CCCc2ccccc21 (centres undefined) | -7 | -3 | 241 | 92 | -1.5 | -4 | 3 | 1.9 | 1.8 | 6 | 0.7

An excerpt of these results, with tabs.
SMILES	HTR5A inv ctr	PKA-R1A act	SUMO Mot1 rescue	DSG3 Ab inh	Ecoli viability	OPRM1-OPRD1 inv	HTR5A ag ctr	phage Ecoli inh	AddAB inh	PfHsp90 set2	OPRM1-OPRD1 ag
CCOc1ccc(S(=O)(=O)NC(C)C(=O)NC2CCCC2)cc1 (centres undefined)	-7	-3	21	108	-0.8	4	-2	-0.4	0.2	1	-0.7
OCCC1CN(Cc2cccn2-c2ncccn2)CCN1CCc1ccccc1 (centres undefined)	-3	-13	-20	119	1.2	-24	1	-1.4	5.7	.	5.0
COCCn1nnnc1C(c1ccc(O)c(OC)c1)N1CCc2ccccc2C1 (centres undefined)	30	-11	-7	.	1.9	16	-1	1.2	4.2	-52	-3.5
Cc1cc(=O)[nH]c2c1c(-c1ccccc1)nn2C	-12	1	4	103	0.9	13	-4	1.8	2.5	5	-2.6
Cc1ccc(-c2c[n+](=O)c3c(n2[O-])CCC3)cc1	-16	-2	111	.	-2.0	0	6	2.9	-0.8	6	0.0
COC(=O)COc1ccc(C2Nc3c(Cl)ccc(C(=O)O)c3C3C=CCC32)cc1 (centres undefined)	-2	-20	-3	108	-1.1	4	1	2.0	1.4	-14	-0.7
CCOC(=O)C1=C(COC(=O)c2cc(OC)c(OC)c(OC)c2)NC(=O)NC1C (centres undefined)	11	-5	-5	98	-1.1	6	-4	2.1	-1.9	-19	-1.2
O=C(Nc1ccccc1C(F)(F)F)c1ccsc1	-12	0	1	89	-1.6	6	3	-0.4	-1.7	-1	-1.0

Additional compounds.
SMILES | HTR5A inv ctr | PKA-R1A act | SUMO Mot1 rescue | DSG3 Ab inh | Ecoli viability | OPRM1-OPRD1 inv | HTR5A ag ctr | phage Ecoli inh | AddAB inh | PfHsp90 set2 | OPRM1-OPRD1 ag
COc1ccccc1OCC(=O)NCCNC(=O)COc1ccccc1OC | 8 | -8 | 9 | 101 | -0.3 | 3 | 0 | -1.0 | 0.3 | 14 | -0.5
C[C@H]1O[C@@H](O[C@H]2CC[C@@]3(C)C(CC[C@]4(C)C3C=CC3=C5CC(C)(C)CC[C@]5(CO)[C@H](O)C[C@]34C)[C@]2(C)CO)[C@H](O)[C@@H](O[C@@H]2O[C@H](CO)[C@@H](O)[C@H](O)[C@H]2O)[C@H]1O (some centres undefined) | -5 | -2 | -25 | 99 | -4.1 | 10 | 2 | 2.4 | -1.2 | 25 | -1.7
Cc1cc(C)c(C)c(S(=O)(=O)Nc2ccc(C(=O)N3CCCC3)cc2)c1C | 12 | -20 | 5 | 108 | 0.2 | 8 | -5 | 1.0 | -2.4 | 0 | -2.0
CSc1nc(C)c2c(n1)N(c1cccc(C)c1)CC2 | -17 | -5 | -24 | 102 | 0.0 | 7 | 7 | -1.6 | 2.8 | -5 | -1.3
C#CCSc1nccc(-c2nn(-c3ccc(C)cc3)ccc2=O)n1 | -6 | 2 | -8 | 111 | -1.6 | -16 | 1 | 0.4 | 1.9 | -16 | 2.8
COc1ccc(-n2c(C)cc(-c3cn4cccc(C)c4n3)c2C)cc1 | 5 | -1 | 5 | 102 | 2.9 | -1 | -2 | 1.1 | 2.8 | -24 | 0.1
COC(=O)c1sc(S(=O)(=O)NC(Cc2ccccc2)C(=O)O)c(C(=O)OC)c1C (centres undefined) | -21 | 2 | 7 | . | 1.9 | 16 | -4 | 0.9 | -0.1 | -5 | -4.2
COc1ccc(N(CC(=O)Nc2cccc(SC)c2)S(C)(=O)=O)cc1Cl | -24 | -2 | -2 | 103 | 1.0 | 6 | 8 | 0.8 | 0.5 | -12 | -1.2
CC1CCCCN1CCNC(=O)c1ccc2c(=O)n(Cc3ccc(Cl)cc3)c(=S)[nH]c2c1 (centres undefined) | -10 | -4 | 274 | 117 | 0.2 | -25 | -2 | 3.0 | 0.3 | -5 | 5.0
COc1cccc(/C=N/Nc2nnc(C)n2N)c1OCc1ccccc1Cl | -7 | 11 | -18 | 89 | 2.3 | -48 | 7 | 1.5 | 7.6 | -17 | 7.0
NCC(=O)NCC(=O)OCc1ccccc1 | 0 | -18 | 225 | 97 | 2.4 | 20 | 0 | 5.0 | 0.6 | 10 | -4.4
C=CCn1c(CC(=O)OC)csc1=Nc1ccc(C(C)=O)cc1 | -33 | -3 | 61 | 93 | 2.2 | 7 | -4 | 2.3 | 0.6 | -15 | -1.2
Cn1c(CNc2cccc(C(F)(F)F)c2)n[nH]c1=S | 28 | -4 | 2 | 101 | 0.1 | 11 | 2 | 2.3 | 2.9 | -17 | -2.0
C=CCOc1ccc(Cl)cc1C(=O)O | 3 | 1 | 2 | 106 | 0.5 | 2 | 8 | 0.2 | 3.7 | -9 | -0.4
O=[N+]([O-])c1ccc(Cl)cc1N1CCCCC1 | 3 | -6 | 19 | 101 | 0.5 | -9 | -1 | 4.1 | 0.5 | 6 | 1.9
CC(=O)Nc1ccc(-c2csc(NC(=O)CCNC(=O)c3ccco3)n2)cc1 | 4 | 1 | -2 | . | 1.3 | 23 | -1 | 5.0 | 1.1 | -14 | -4.8
Cc1ccc(NC(=O)Cn2nc(C(F)(F)F)c3c2CCC3)cc1 | -29 | 3 | 14 | 99 | 2.2 | -6 | 10 | 4.1 | 0.1 | . | 1.1
CCCCNC(=O)C1CC(c2c(Cl)cccc2Cl)=NO1 (centres undefined) | 3 | -4 | 2 | 108 | -4.2 | -5 | -1 | 5.9 | -1.9 | 5 | 0.8
COc1ccccc1CN(C)C(=O)C(NC(=O)Cc1cccc2ccccc12)C(C)C (centres undefined) | -6 | 0 | -9 | 100 | 1.5 | -4 | -3 | 2.6 | 3.4 | 16 | 0.8
COCCCN1C(=O)C(=O)/C(=C(/O)c2ccc(OC(C)C)cc2)C1c1cccnc1 (centres undefined) | -15 | -8 | -16 | 111 | 0.7 | 12 | -2 | 1.5 | -3.5 | -9 | -2.1
CC(=O)OC1COC(n2ccc3cc([N+](=O)[O-])ccc32)C(OC(C)=O)C1OC(C)=O (centres undefined) | -10 | 4 | 13 | 109 | -1.2 | 7 | 3 | 3.2 | 0.7 | 6 | -1.3

Screens: PubChem, several laboratories
